Screening data (PubChem BioAssay)
TRPV1 ag: activates the human vanilloid receptor TRPV1; Q8NER1; TRPV1-expressing cells, Fluo-8 calcium influx, agonist mode; activation, % at 8.33 µM; actives 0.19% (n = 320,000); AID 540275; in the data active = activation above about 80%; inconclusive = between about 30% and that limit; also: 0% is about no effect
Target sequence (Q8NER1 whole entry, looked up): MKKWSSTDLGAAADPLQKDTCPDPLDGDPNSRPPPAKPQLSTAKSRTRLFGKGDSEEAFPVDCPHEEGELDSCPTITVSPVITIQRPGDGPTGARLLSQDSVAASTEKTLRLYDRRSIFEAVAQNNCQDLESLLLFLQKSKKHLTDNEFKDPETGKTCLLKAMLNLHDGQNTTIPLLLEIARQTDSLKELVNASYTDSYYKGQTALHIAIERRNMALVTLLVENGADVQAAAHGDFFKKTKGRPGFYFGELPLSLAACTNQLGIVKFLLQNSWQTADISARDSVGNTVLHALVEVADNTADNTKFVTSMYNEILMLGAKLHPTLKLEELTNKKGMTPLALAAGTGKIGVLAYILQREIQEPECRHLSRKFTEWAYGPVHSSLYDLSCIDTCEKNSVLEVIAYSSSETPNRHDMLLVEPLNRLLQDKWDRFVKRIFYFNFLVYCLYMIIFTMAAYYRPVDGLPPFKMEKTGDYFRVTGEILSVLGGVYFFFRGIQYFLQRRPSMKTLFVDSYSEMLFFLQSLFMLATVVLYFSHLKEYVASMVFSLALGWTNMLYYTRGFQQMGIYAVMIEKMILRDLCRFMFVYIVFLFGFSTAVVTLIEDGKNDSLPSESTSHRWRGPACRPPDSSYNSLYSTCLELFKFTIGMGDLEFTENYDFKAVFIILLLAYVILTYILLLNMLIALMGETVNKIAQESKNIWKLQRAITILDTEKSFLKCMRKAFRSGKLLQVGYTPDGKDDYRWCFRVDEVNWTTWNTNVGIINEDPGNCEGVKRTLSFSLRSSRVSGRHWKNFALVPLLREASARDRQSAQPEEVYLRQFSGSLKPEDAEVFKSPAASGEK
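Cells expressing TRPV1 were dye-loaded with Fluo-8 and read kinetically: 10 s baseline, 3 min after compound (agonist portion), then 2 min after EC20 capsaicin (allosteric enhancer portion). Calcium-bound dye fluorescence at 480/520 nm.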
MBNL1-CUG inh: MBNL1-poly(CUG) RNA binding inhibition; Q9NR56; TR-FRET MBNL1-His/biotin-(CUG)12 binding, 665/545 ratio; Potency, µM (series often up to 57.5 µM), for inactives: top-dose activity change, negative = inhibition, hits mostly inhibitors; actives 0.036% (n = 280,000); active = well fitted inhibition curve with a large enough effect in the signal ratio, with a control signal flat, not every such curve was filed as active; inconclusive = small, poorly fitted or top-dose-only effect, or effect the other way, or a change in a side signal; inactive = no such curve, though single readings can be large or run the other way; the % refers to the signal ratio; also: potency is read from the fitted curve at half-maximal effect; % is scaled to controls: 0 for no effect and ±100 for the full control effect
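His-tagged MBNL1 binding to biotinylated (CUG)12 RNA was measured by TR-FRET using terbium anti-His antibody (0.055 ng/ul final) and streptavidin-XL665 (5 nM final). Compounds were titrated 92 nM to 58 uM; 60 min at room temperature.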
a7 integrin act: integrin-mediated muscular dystrophy alleviation activation | alpha7betagal myoblasts, beta-gal FDG fluorescence, 48 h | Potency, µM (top dose mostly 38.3 µM), without a hit: top-dose activation, hits mostly activators | actives 0.064% (n = 350,000) | AID 624291;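 also: potency is read from the fitted curve at half-maximal effect; 100% = response of the positive control SU9516; nearly all actives have a fitted effect of over 60% in size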
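Alpha7betagal+/- myoblasts (passage 13) were plated 16-24 hr, then exposed to compounds (1:260 dilution of DMSO stock) for 48 hours at 37C. After MPER lysis, β-galactosidase reporter activity was read as FDG fluorescence (ex 480/em 540) after 30 minutes.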
hERG WT inh: blocks the wildtype human KCNH2 potassium channel. Q12809. U2OS, BacMam KCNH2, thallium flux FluxOr; stronger effect = lower value. activity change, % at 1.84 µM. actives 0.37% (n = 340,000). AID 720551;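 active = maximum activity change below -70%; inconclusive = maximum activity change between -70% and -50%; inactive = maximum activity change above -50%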; also: % is scaled to controls: 0 for no effect and ±100 for the full control effect
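U2OS cells were transduced with wild-type KCNH2 virus (2.03 x 10^8 / mL) for 4 h at room temperature, then cultured overnight at 37 C. Thallium flux was read with FluxOr dye. Rate constants were normalized to DMSO controls.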
CXXC DNA block: MLL CXXC-DNA interaction inhibition | Q03164 | MLL-CXXC / FITC-HOXA9 DNA fluorescence polarization | Potency, µM (series often up to 115 µM), for inactives: at the highest dose activity change, negative = inhibition, hits mostly inhibitors | actives 0.037% (n = 290,000); active = well fitted inhibition curve with a large enough effect in the polarisation, with a control signal flat, not every such curve was filed as active; inconclusive = small, poorly fitted or top-dose-only effect, or effect the other way, or a change in a side signal; inactive = no such curve, though single readings can be large or run the other way; the % refers to the polarisation; also: potency is read from the fitted curve at half-maximal effect
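Steps: dispense CXXC domain solution (7 uM) → pin compounds or unlabeled HOX-A9 DNA control → 5 min ambient → add FLSN-HOX-A9 solution (50 nM) → spin → 30 min ambient → fluorescence polarization. Tris pH 7.5/NaCl/DTT/BSA buffer.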
FBPA coupling cs: coupling enzyme interference in Giardia aldolase counter-screen; AID 2472; actives 0.67% (n = 290,000); coupling enzyme system counterscreen, AmpLite Red fluorescence; activity change, negative = inhibition, % at 58.2 µM, hits read low; in the data active = activity change below about -30%; also: % is scaled to controls: 0 for no effect and ±100 for the full control effect
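Activity here indicates interference with the coupling reaction, not aldolase inhibition. Compounds at 57.5 uM final met coupling enzymes for 10 min at RT; substrate and AmpLite Red detection followed, with a 525/598 nm fluorescence read after 20 min.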
AT treatment: potential ataxia-telangiectasia treatment | Potency, µM (titrated, usually from 57.5 µM), for inactives: at the highest dose activation, most hits filed as activators | AID 485349 | […] A-T fibroblasts, KAP-1 phosphorylation AlphaLISA; neocarzinostatin DNA damage 30 min before lysis | actives 0.19% (n = 320,000); also: potency is read from the fitted curve at half-maximal effect; % of control where 0% means no effect; nearly all actives have a fitted effect of over 45% in size
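hTERT-immortalized A-T patient fibroblasts ([…]), 500 cells/well in OPTI-MEM, 1% FBS, got compounds for 60 min, then NCS for 30 min at 37C. Lysates were then assayed for phospho-KAP-1 by AlphaLISA (anti-pKAP1 donor, anti-KAP1 acceptor beads), 6 hr at 25C.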
S-ASM inh: blocks human secretory acid sphingomyelinase. P17405. placental ASM, HMU-PC fluorogenic substrate, 60 min. Potency, µM (top dose mostly 57.5 µM), for the others: at the highest dose activity change, negative = inhibition, most hits filed as inhibitors. actives 0.006% (n = 340,000). AID 504937; also: potency is read from the fitted curve at half-maximal effect
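qHTS format. ASM enzyme prepared from human placenta hydrolyses the fluorogenic substrate HMU-PC0 (9 uM final) over 60 min at 37 °C after a 10 min compound preincubation.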
GALK inh: blocks human galactokinase activity | Purified GALK, Kinase-Glo residual ATP luminescence | Potency, µM (doses to about 57.5 µM), without a hit: at the top dose activity change, negative = inhibition, hits mostly inhibitors | actives 0.007% (n = 270,000) | P51570; also: potency is read from the fitted curve at half-maximal effect; % is scaled to controls: 0 for no effect and ±100 for the full control effect
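Luminescence from leftover ATP (Ultra-Glo luciferase/luciferin) served as read-out after a 1 h room-temperature reaction of 5 nM GALK with 35 uM ATP and 100 uM galactose.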
KCNH2 3.1 inh: inhibitors of human KCNH2 3.1 potassium channel isoform. activity change, % (tested at about 1.8 µM). AID 720553. U2OS KCNH2 3.1, thallium flux FluxOr; stronger effect = lower value. actives 0.95% (n = 340,000);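 active = maximum activity change below -70%; inconclusive = maximum activity change from -70% to -50%; inactive = maximum activity change above -50%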;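 also: thallium influx rate constant from kinetic fluorescence after stimulation buffer; % is scaled to controls: 0 for no effect and ±100 for the full control effect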
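We transduce U2OS cells with the mutant 3.1 virus, culture them overnight, load FluxOr with Red40 quencher for 45 min, then add stimulation buffer and read kinetically for 2 min to derive a normalized rate constant.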
The depositor's hits bear a star; ? = inconclusive; / = not tested or not shown; & = joins results of further samples; [ ] = dose if it differs, or a comment. Unless noted, calls follow the shape of the dose curve; as a rule, active = well fitted curve in the direction sought with a large enough effect; inconclusive = small, poorly fitted or top-dose-only effect, or another doubt; inactive = no such curve, though single readings can be large; an effect the other way counts as inactive or inconclusive.

SMILES	TRPV1 ag	MBNL1-CUG inh	a7 integrin act	hERG WT inh	CXXC DNA block	FBPA coupling cs	AT treatment	S-ASM inh	GALK inh	KCNH2 3.1 inh
CCCn1c(S(=O)(=O)O)nc2ccccc21	-1	-13%	17%	-18	0%	-10	0%	2%	/	14
COC(=O)C1=C(C)N(CC2CC2)C(=O)N[C@H]1c1ccc(Br)cc1	10	3%	3%	1	-8%	0&1	3%	-5%	/	6
CCCCCNC(=O)c1ccccc1SC	1	0%	21%	5	-4%	2	3%	0%	-2%	3
CN(C(=O)CCc1nnc(CCCCc2ccccc2)o1)C1CCOCC1	0	-13%	-25%	-4	3%	4	-2%	4%	7%	-3
CCOCCCn1c(=NC(=O)c2ccco2)c(C(=O)OCC)cc2c(=O)n3cccc(C)c3nc21	3	?	-44%	0	-1%	2	-35%	/	0%	-4
CN(C#N)c1nc(N2CCOCC2)nc(N2CCOCC2)n1	/	/	-8%	-1	/	/	/	1%	/	2
CCCCN(C)C(=O)C1CCN(C/C(C)=C/c2ccccc2)CC1	1	-12%	-23%	23	4%	1	2%	3%	1%	?
COc1ccccc1C(=O)N/C(=C\c1ccc(Br)cc1)C(=O)NCCCO	0	16%	4%	-6	-7%	1	-1%	1%	-2%	9
COC(=O)Nc1ccc(OC)c(OC)c1	1	4%	9%	-8	-9%	-23	/	2%	1%	9
Cc1ccc(NS(=O)(=O)c2ccc(-c3coc(C)n3)cc2)c(C)c1	-5	14%	-10%	-18	-1%	1	-3%	-6%	0%	-12
O=C(c1ccc2c(c1)OCCO2)C1CCN(S(=O)(=O)c2cccc(F)c2)CC1	3	-15%	-29%	-3	14%	6	10%	-1%	3%	16
CN(C)S(=O)(=O)c1cccc(NC(=O)COC(=O)[C@H](Cc2ccccc2)NC(=O)c2ccco2)c1	/	/	13%	22	/	/	5%	-2%	/	4
Cc1cc(C)c(C)c(OCCOCCN2CCOCC2)c1	1	1%	17%	-6	-1%	2	2%	5%	1%	18
c1ccc(-c2n[nH]c3ccccc23)cc1	4	8%	21%	3	11%	-6	-4%	-1%	0%	15
Cc1ccc(C(=O)Nc2ccccc2C(=O)NC(Cc2ccccc2)C(=O)O)cc1 (stereo not drawn)	-2	-10%	-16%	-7	-1%	7	0%	7%	-1%	2
CCn1c(C)nnc1SCC(=O)Nc1ccc(N2CCOCC2)cc1	0	-1%	17%	-1	3%	1	5%	-4%	7%	7
COc1ccc(Cl)cc1NC(=O)CSC1=NN2CCCC(=O)N=C2S1	4	-1%	-29%	4	-3%	-3	4%	-3%	-4%	-10
COC(=O)c1ccccc1S(=O)(=O)N1CCC(C(=O)NCC2CCCO2)CC1 (stereo not drawn)	-2	/	0%	-6	/	/	1%	/	/	-8
O=C(CSc1nnc2c(Cl)cc(Cl)cn12)N1CCN(c2ccc(F)cc2)CC1	-2	/	-19%	5	1%	1	1%	-2%	0%	2
O=C(Cc1ccc(Cl)cc1)Nc1ccc(Br)cn1	?	-4%	?	-10	35%[activator]	-1	3%	-1%	0%	-8

Pulled by compound from the entries so far (six):
SMILES	TRPV1 ag	MBNL1-CUG inh	a7 integrin act	hERG WT inh	CXXC DNA block	FBPA coupling cs	AT treatment	S-ASM inh	GALK inh	KCNH2 3.1 inh
Cc1cc(C)c(C)c(OCCOCCN2CCOCC2)c1	1	1%	17%	-6	-1%	2	2%	5%	1%	18
O=C(CSc1nnc2c(Cl)cc(Cl)cn12)N1CCN(c2ccc(F)cc2)CC1	-2	/	-19%	5	1%	1	1%	-2%	0%	2
COc1ccc(Cl)cc1NC(=O)CSC1=NN2CCCC(=O)N=C2S1	4	-1%	-29%	4	-3%	-3	4%	-3%	-4%	-10
CCn1c(C)nnc1SCC(=O)Nc1ccc(N2CCOCC2)cc1	0	-1%	17%	-1	3%	1	5%	-4%	7%	7
O=C(Cc1ccc(Cl)cc1)Nc1ccc(Br)cn1	?	-4%	?	-10	35%[activator]	-1	3%	-1%	0%	-8
O=C(c1ccc2c(c1)OCCO2)C1CCN(S(=O)(=O)c2cccc(F)c2)CC1	3	-15%	-29%	-3	14%	6	10%	-1%	3%	16

(cont.)
SMILES	TRPV1 ag	MBNL1-CUG inh	a7 integrin act	hERG WT inh	CXXC DNA block	FBPA coupling cs	AT treatment	S-ASM inh	GALK inh	KCNH2 3.1 inh
COc1cccc(OC)c1C(=O)Nc1ccccc1NC(=O)c1c(OC)cccc1OC	4	0%	45%	-30	-1%	1	-7%	2%	-1%	-5
CC(C)CC(=O)N1CCN(C(=O)c2ccc(-c3ccccc3)cc2)CC1	0	-5%	-26%	15	6%	0	-1%	0%	1%	20
CN1CCN(C(=O)C2=C[C@@H](c3csc4ccccc34)C[C@@H](OCc3ccc(CO)cc3)O2)CC1	30	-2%	-5%	-11	2%	4	12%	2%	-2%	-1
O=C(CCC(=O)Nc1ccccc1Cl)NNS(=O)(=O)c1ccc(Cl)cc1	2	-4%	?	-10	-2%	/	9%	0%	-5%	7
C(=N\NC1=NCCN1)/c1ccncc1	-3	-17%	?	-25	-3%	2	2%	3%	-6%	18
CCN1CCN(C(=O)C(Cc2ccccc2)NC(=O)c2ccc(Cl)c(S(=O)(=O)N(C)C)c2)CC1 (stereo not drawn)	/	/	5%	2	/	/	-4%	4%	/	-2
Cc1cccc(NC(=S)NC(=O)Cc2ccccc2)c1C	?	-7%	16%	6	-1%	0	-7%	-8%	2%	-16
OCCN(Cc1ccccc1)C(=S)Nc1ccc(F)cc1	7	5%	-5%	-15	2%	0	2%	0%	3%	13
CCCCCCNC(=O)CCCCCNS(=O)(=O)c1ccc(OC)cc1	3	4%	0%	16	1%	3	7%	-3%	/	4
Cc1ccc(OCc2cc(C(=O)NCc3ccc(OC(F)(F)F)cc3)no2)cn1	?	-5%	28%	1	11%	/	-7%	-4%	1%	1
Cn1cc(C(=O)c2ccc(Cl)cc2Cl)cc1C=O	2	-6%	-11%	-4	2%	-3	-5%	-5%	-2%	-3
O=C(O)COc1ccc(C(=O)Cc2ccc3c(c2)OCCCO3)c(O)c1	-2	2%	3%	-4	3%	9	9%	4%	5%	12
COC(=O)C1N[C@@H]([C@@H](NC(=O)COc2ccccc2)C(=O)NCc2ccccc2)SC1(C)C (stereo partly drawn)	/	/	5%	6	/	/	/	3%	/	-47
CC(C)c1ccc(NC2CCCN(C(=O)c3cnsn3)C2)cc1 (stereo not drawn)	?	-3%	-6%	-7	-11%	/	5%	-1%	-2%	/
Cc1ccc(C(=O)C2CCN(S(=O)(=O)c3c(C)noc3C)CC2)cc1	19	-6%	7%	-1	6%	5	3%	-1%	/	-8
COc1ccc(N2CCN(C(=O)CSc3nnc4c(C)cc5ccc(C)c(C)c5n34)CC2)cc1	-2	7%	-17%	5	0%	-1	0%	-11%	-1%	1
Cc1ccc(NC(=O)CSc2n[nH]c(=O)n2C2CC2)cc1S(=O)(=O)N1CCOCC1	-1	/	21%	-12	2%	3	2%	2%	1%	-6
COC(=O)c1cc(COC(=O)c2cccnc2SC)oc1C	2	-3%	15%	26	-1%	2	15%	-6%	5%	-18
N#Cc1c(NCCCO)nc(NCc2ccccc2)c2c1CCN(Cc1ccccc1)C2	6	-5%	-13%	3	-1%	-8	2%	126%[activator]	-1%	-25
C=CCOc1c(Cl)cc(CNc2ccc(N(C)C)cc2)cc1OC	-4	?	-61%[inhibitor]	19	18%	-79*	8%	21%	-2%	15
CCOC(=O)C1(Cc2ccccc2C)CCCN(C(=O)c2sccc2C)C1 (stereo not drawn)	22	1%	17%	2	-2%	/	14%	5%	-1%	10
COc1ccc(N2CCN(C(=O)c3c(-c4c(F)cccc4Cl)noc3C)CC2)cc1	11	-2%	-19%	13	-4%	0	4%	0%	0%	1
CC(C)c1ccc(N(CC(=O)NN=C2CCN(C)CC2)S(=O)(=O)c2ccccc2)cc1	10	-4%	?	-10	6%	-2	-2%	0%	-2%	-18

An unsorted share of the library; overall some 2% were active at least once.
